Screening results from PubChem.
TCR-CD3 inh = blocks the human TCR-CD3 interaction; TAMRA-labeled TCR probe fluorescence, biochemical; inhibition, % at 9.4 µM; actives 0.37% (n = 360,000); AID 651800; in the data active = inhibition above about 19%;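 note: recombinant mutant TCR 2C K166C tagged with TAMRA read by polarization; 0% = receptor in buffer alone and 100% = receptor with positive control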
UHRF1 MBD2 ctr = human UHRF1 methylated DNA binding inhibitors | UHRF1 binding to methylated oligo, TR-FRET | inhibition, % at 4.4 µM | actives 0.75% (n = 370,000) | AID 687016; in the data active = inhibition above about 21%;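 note: UHRF1 SRA domain binding a hemimethylated CpG hairpin DNA probe; 0% = median of test compound wells and 100% = reference inhibitor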
mABHD4 FP = inhibitors of mouse ABHD4. actives 0.54% (n = 370,000). purified mABHD4, FP-Rh probe fluorescence polarization. Q8VD66. AID 720543. inhibition, % at 8.92 µM;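 active = inhibition exceeding the mean over every tested compound plus 3 SD, cut at about 30% in these data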;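 note: 0% = plate median of compound wells and 100% = S159A mutant with DMSO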
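Test system: mABHD4 protein; Read-out basis: % inhibition; Incubation: 45 min + 60 min at 25 °C; Repeats: single replicate; Technique: fluorescence polarization with parallel and perpendicular emission, 525/598 nm; Compound: 8.92 µM, single dose; Benchmarks: full inhibition S159A mutant plus DMSO, zero as sample-well median.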
HTRA1 inhibitor = HTRA1 (human) protease inhibition | Q92743 | AID 504803 | actives 0.5% (n = 340,000) | recombinant HTRA1, FP-rhodamine activity-based probe, fluorescence polarization | inhibition, % at 5.96 µM; in the data active = inhibition above about 36%;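 note: 0% = enzyme with DMSO and 100% = wells lacking enzyme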
rCAG RNA binder = r(CAG) repeat RNA binding | inhibition, % at 3 µM | TO-PRO-1 dye displacement fluorescence | actives 1.3% (n = 370,000) | AID 651821;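 active = inhibition above the plate cutoff, the mean of all test compounds on that plate plus 3 SD, cut at about 35% in these data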;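 note: 0% = DMSO alone and 100% = 100 µM mitoxantrone as full dye displacement; higher means more dye released from RNA so lower well fluorescence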
NPR1 activator = GC-A (human) enzyme activation. HEK293 GC-A cells, cGMP TR-FRET, EC30 ANP; 0% at EC30 ANP, 100% saturating ANP. activation, % at 10 µM. actives 0.14% (n = 370,000); in the data active = activation above about 40%
SIAE primary = inhibitors of human sialic acid acetylesterase SIAE | Q9HAT2 | SIAE FP-Rh probe binding, fluorescence polarization | inhibition, % at 9.66 µM | actives 0.69% (n = 370,000) | AID 1053197;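 active = inhibition above a cutoff: mean of compounds within the control limits plus 3 SD of those, cut at about 17% in these data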;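 note: 0% = plate median of compound wells and 100% = probe without SIAE protein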
Target sequence (Q9HAT2 whole entry, looked up): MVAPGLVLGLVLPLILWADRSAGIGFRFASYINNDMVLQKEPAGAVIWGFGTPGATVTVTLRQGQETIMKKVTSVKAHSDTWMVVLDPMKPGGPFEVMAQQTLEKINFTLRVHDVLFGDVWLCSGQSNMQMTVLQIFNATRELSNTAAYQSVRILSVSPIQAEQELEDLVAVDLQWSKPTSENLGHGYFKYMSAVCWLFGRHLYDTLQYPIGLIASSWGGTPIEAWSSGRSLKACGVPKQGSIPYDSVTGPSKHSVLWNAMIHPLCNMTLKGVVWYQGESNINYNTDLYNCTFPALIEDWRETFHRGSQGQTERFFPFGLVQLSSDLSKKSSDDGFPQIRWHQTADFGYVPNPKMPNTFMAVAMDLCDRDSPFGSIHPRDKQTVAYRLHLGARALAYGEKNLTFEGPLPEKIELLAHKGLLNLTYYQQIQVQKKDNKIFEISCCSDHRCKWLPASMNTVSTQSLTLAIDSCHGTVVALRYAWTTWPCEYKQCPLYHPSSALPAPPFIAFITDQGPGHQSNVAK
PRMT1 FP inh = blocks human protein arginine methyltransferase 1; Q99873; recombinant PRMT1, activity-based probe fluorescence polarization; inhibition, % at 2.79 µM; actives 1.3% (n = 370,000); AID 652257;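 active = inhibition above about 21% made by adding two undisclosed values, limit read from the data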
Target sequence (Q99873 whole entry, looked up): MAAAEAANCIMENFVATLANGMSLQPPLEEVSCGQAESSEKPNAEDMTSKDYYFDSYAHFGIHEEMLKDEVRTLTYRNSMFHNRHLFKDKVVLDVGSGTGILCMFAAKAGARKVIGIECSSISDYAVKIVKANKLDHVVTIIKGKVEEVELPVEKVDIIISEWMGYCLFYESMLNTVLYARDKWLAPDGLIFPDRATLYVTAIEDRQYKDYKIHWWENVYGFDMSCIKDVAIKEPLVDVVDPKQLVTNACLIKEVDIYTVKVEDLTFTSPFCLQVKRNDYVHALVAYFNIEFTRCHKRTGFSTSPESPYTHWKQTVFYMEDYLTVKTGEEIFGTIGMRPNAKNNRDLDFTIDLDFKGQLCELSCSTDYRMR
NPR2 activator = GC-B (human) receptor activation; P20594; HEK293-GC-B cells, CNP EC30, cGMP TR-FRET; 0% at EC30 CNP, 100% saturating CNP; activation, % at 10 µM; actives 0.11% (n = 370,000); AID 1920062;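 active = activation at 10 µM reaching about 35% in either raw or pattern-adjusted values, limit read from the data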
MBD2 DNA inh = MBD2-methylated oligo binding inhibition | TR-FRET, MBD2 binding to methylated oligonucleotide | inhibition, % at 4.4 µM | actives 0.31% (n = 370,000); in the data active = inhibition above about 13%
* marks the source's active call; other numbers are inactive results; · = not tested or not shown.

1	Nc1cccc(-c2cn3cc(C(F)(F)F)cc(Cl)c3n2)c1
2	O=C(Nc1cccc(C(F)(F)F)c1)c1cc(Br)cc2c1OCC2
3	Cc1cc(C(=O)Nc2sc3c(c2C#N)CCCC3)no1
4	O=C(CNC(=O)N1CC(=O)Nc2ccccc21)Nc1cc(Cl)ccc1Cl
5	CC1CCCC(NC(=O)COC(=O)CCc2ccccc2)C1C (stereo not given)
6	CCN(CC)C(=O)CC[C@@H]1CC[C@]2(CCCN(S(C)(=O)=O)C2)O1
7	COc1ccccc1N(C(C)=O)C1=C(Cl)C(=O)c2ccccc2C1=O
8	CC(=O)N1CCCN(C(=O)CN2C(=O)CC(C)(C)S(=O)(=O)c3ccccc32)CC1
compound no.	1	2	3	4	5	6	7	8
TCR-CD3 inh	5	8	-1	2	3	·	3	·
UHRF1 MBD2 ctr	-6	-3	1	-1	-1	2	7	1
mABHD4 FP	1	2	2	-5	3	1	39*	0
HTRA1 inhibitor	-3	7	-5	0	8	·	23	·
rCAG RNA binder	1	1	2	0	-9	0	6	-1
NPR1 activator	12	-1	5	-5	-3	1	-30	0
SIAE primary	9	-2	8	11	-3	-1	6	-4
PRMT1 FP inh	-2	0	4	-2	2	9	94*	-2
NPR2 activator	-3	-8	-1	-2	-2	-5	-26	-5
MBD2 DNA inh	-5	2	0	2	-5	0	-5	-4

9	CCOC(=O)[C@]12CCCC=C1N(Cc1ccc(Cl)cc1Cl)C(=O)[C@H](CC(=O)NCC1CCCCC1)C2
10	CC1CCc2c(sc(NC(=O)CN3CCN(C(=O)c4ccco4)CC3)c2C#N)C1 (stereo not given)
11	Cc1cc(C)c(NC(=O)c2ccc(S(=O)(=O)N(C)C)cc2)c(C)n1
12	COc1ccccc1NC(=O)c1ccccc1S(=O)(=O)c1ccccc1[N+](=O)[O-]
13	CCOc1ccc(C(C)NC(=S)NCc2ccc(F)cc2)cc1 (stereo not given)
14	CCOC(=O)c1nn(-c2ccc(F)cc2)c(=O)cc1OCC(=O)Nc1cccc(C)c1
15	O=C(Nc1cccc2ccccc12)OCc1cncs1
16	NC(CO)C(O)c1ccc([N+](=O)[O-])cc1 (stereo not given)
compound no.	9	10	11	12	13	14	15	16
TCR-CD3 inh	6	0	-1	0	4	-2	-6	3
UHRF1 MBD2 ctr	0	-3	0	-2	-1	3	-2	-1
mABHD4 FP	2	8	-1	-3	-13	-5	-4	-3
HTRA1 inhibitor	·	-6	-1	1	-10	1	-6	-13
rCAG RNA binder	7	-6	-3	3	-3	-9	-3	1
NPR1 activator	-2	-1	2	0	-2	1	3	3
SIAE primary	2	1	3	-5	5	-2	-5	1
PRMT1 FP inh	-1	-1	6	0	0	-2	0	-4
NPR2 activator	4	0	-1	-3	4	0	2	4
MBD2 DNA inh	-2	3	3	0	2	2	-5	1

17	Cc1onc(-c2ccccc2)c1CNS(=O)(=O)c1ccccc1
18	COc1cccc(Oc2coc3cc(OC(=O)N4CCOCC4)ccc3c2=O)c1
19	CCn1c(-c2cccnc2Cl)nc2cc(Cl)c(Cl)cc21
20	Cc1ccc(C(=O)CN2C(=O)NC3(CCCCCC3)C2=O)c(C)c1
21	CCN1C(=O)/C(=C\c2ccco2)C(C(=O)OC)=C1C
22	CC1=NN(c2ccc(C)c(C)c2)C(=O)/C1=C\C=C\c1ccc([N+](=O)[O-])o1
23	CCC(C)NC(=O)COc1ccc(Br)c(C)c1 (stereo not given)
24	CCN(CC)S(=O)(=O)c1ccc(N2CCOCC2)c(NC(=O)CN2C(=O)NC(C)(c3ccccc3)C2=O)c1 (stereo not given)
compound no.	17	18	19	20	21	22	23	24
TCR-CD3 inh	-4	5	-1	-6	3	2	-13	-7
UHRF1 MBD2 ctr	6	-2	-4	4	-3	-4	4	1
mABHD4 FP	-1	-5	2	-7	0	22	0	5
HTRA1 inhibitor	0	4	-4	-7	4	19	5	-3
rCAG RNA binder	-7	-2	0	-9	2	27	-5	0
NPR1 activator	1	4	2	0	3	4	1	1
SIAE primary	-7	-1	-4	1	8	10	-5	3
PRMT1 FP inh	9	-1	-5	0	-2	7	0	4
NPR2 activator	1	-3	-5	-3	1	4	-1	0
MBD2 DNA inh	0	-4	-2	8	-3	-2	5	2

25	Cc1cc(C)nc(Nc2n[nH]c(-c3ccc(N)cc3)n2)n1
26	CCNC(=O)NC(=O)CSc1ccc(NC(C)=O)cc1
27	CC(C)[C@H](NC(=O)[C@@H]1CSC2c3ccccc3C(=O)N21)C(=O)N1CCCCC1 (stereo not given in full)
28	CCC1=C(OC(=O)N(CC)CC)N2C(=O)OC(=NCCOC)[C@]2(Cc2ccccc2)[C@H]2C1=CC[C@H]1C(=O)N(CC(=O)OC)C(=O)[C@H]12
29	O=C(c1ccc(Cl)cc1)N1CCn2c1nc1ccccc12
30	CC(C)CNC(=O)COC(=O)c1cncc(Br)c1
31	Cc1ccccc1OCC(=O)OCC(=O)NCC1CCCCC1
32	CN(C)Cc1ccc(-c2nc3cccc4c3n2CCNC4=O)cc1
compound no.	25	26	27	28	29	30	31	32
TCR-CD3 inh	9	-1	12	10	6	4	3	-5
UHRF1 MBD2 ctr	-1	0	15	-1	-3	-3	0	8
mABHD4 FP	-1	2	9	4	4	2	5	-1
HTRA1 inhibitor	1	6	3	-4	-4	1	1	8
rCAG RNA binder	17	2	-1	0	-2	2	-1	7
NPR1 activator	-1	-1	0	2	2	1	-1	-3
SIAE primary	-6	2	-5	4	7	-6	1	2
PRMT1 FP inh	2	0	-1	0	-2	-1	-1	-1
NPR2 activator	2	0	0	3	-4	7	4	4
MBD2 DNA inh	1	-1	4	1	-5	3	4	5

33	COc1ccc(OC)c(C2C(C(=O)c3sc(C)nc3C)=C(O)C(=O)N2CCN2CCOCC2)c1 (stereo not given)
34	Cc1cc(C)c2nc(N3CCC(C(=O)N4CCN(c5ncccn5)CC4)CC3)sc2c1
35	CC1CCCCC1NC(=O)c1c(O)nc2ccccn2c1=O (stereo not given)
36	COc1ccc(NC(=O)Nc2cccc3cccnc23)cc1
37	Cc1nn(Cc2noc(C(=O)NC3CCC(C)CC3)n2)c(C)c1Br (stereo not given)
38	COc1ccc(Cl)cc1-c1nc(-c2ccncc2)no1
39	CC(C)c1ccc(NC(=O)c2cc(-c3cc(F)ccc3OCC3CCCO3)n[nH]2)cc1 (stereo not given)
40	Cc1nnc(SCc2c(Cl)cccc2Cl)s1
compound no.	33	34	35	36	37	38	39	40
TCR-CD3 inh	3	2	-1	-6	7	-4	0	-2
UHRF1 MBD2 ctr	9	3	0	-4	-1	-3	0	-5
mABHD4 FP	1	1	13	1	1	2	-43	0
HTRA1 inhibitor	2	-7	13	-8	-1	4	·	-10
rCAG RNA binder	1	-6	-3	3	-6	-3	8	-5
NPR1 activator	3	7	4	-3	1	-1	-2	1
SIAE primary	0	2	8	-4	2	-2	-49	-3
PRMT1 FP inh	-2	0	-6	2	-6	-2	2	-1
NPR2 activator	3	4	-4	2	0	-5	-4	-5
MBD2 DNA inh	2	6	-2	1	2	1	-8	3

41	Cc1ccc2oc(-c3ccccc3C(=O)O)cc(=O)c2c1
42	COc1cccc(NC(=O)CN(C)C(=O)COc2ccccc2Cc2ccccc2)c1
43	COc1ccccc1OCc1nnc(SCC(N)=O)n1-c1ccccc1
44	Cc1ccc(-c2nc(S(=O)(=O)c3ccc(C)cc3)c(N(C)C)o2)cc1
45	O=C(COC(=O)c1nc(Cl)ccc1Cl)Nc1ncc(Cl)cc1Cl
46	COC(=O)[C@]12CCCCC=C1N(Cc1ccco1)C(=O)[C@H](CC(=O)NCCc1ccccc1OC)C2
47	CN(C)C(CNC(=O)CNC(=O)Cc1cccc2ccccc12)c1ccccc1 (stereo not given)
48	O=C(NCCN1CCNC1=O)c1ccc2sc([C@@H]3O[C@H](CO)[C@H](O)[C@H](O)[C@H]3O)nc2c1
compound no.	41	42	43	44	45	46	47	48
TCR-CD3 inh	-3	-2	2	9	0	-4	2	1
UHRF1 MBD2 ctr	1	-1	-1	0	1	3	1	0
mABHD4 FP	-1	-17	1	3	-2	-11	5	8
HTRA1 inhibitor	2	-37	9	2	63*	·	-2	·
rCAG RNA binder	-1	3	-3	0	2	7	-6	0
NPR1 activator	0	-2	3	1	1	-1	-4	2
SIAE primary	1	-4	10	3	8	-4	-4	2
PRMT1 FP inh	0	1	0	4	2	8	4	-1
NPR2 activator	0	-4	-4	-2	-9	5	-2	1
MBD2 DNA inh	3	-3	-7	-5	4	3	5	1

49	CC(C)NC(=O)C(=O)Nc1cc2c3c(c1)CCC(=O)N3CCC2
50	N#Cc1ccc(COC(=O)C2CCC(=O)N2)cc1 (stereo not given)
51	COCCNC(=O)c1ccc(N2CCC3(CC2)OCCO3)c([N+](=O)[O-])c1
52	CCOc1cc2[nH]c(=O)n(CCC(=O)NCCc3ccc(OC)c(OC)c3)c(=O)c2cc1OCC
53	O=C(CCCn1c(=S)[nH]c2cc3c(cc2c1=O)OCO3)NCCc1ccc(Cl)cc1
54	COc1cc(C(=O)NC2CCCc3ccccc32)ccc1OCC(=O)Nc1ccc(F)cc1 (stereo not given)
55	NC(=O)c1ccsc1NC(=O)COC(=O)COc1ccccc1[N+](=O)[O-]
compound no.	49	50	51	52	53	54	55
TCR-CD3 inh	-8	3	-5	0	0	1	6
UHRF1 MBD2 ctr	1	-1	-4	-1	4	-2	0
mABHD4 FP	-2	1	6	5	-9	5	14
HTRA1 inhibitor	0	2	5	3	-1	1	-1
rCAG RNA binder	-5	3	-4	-4	3	2	5
NPR1 activator	3	2	1	-1	-3	-3	-3
SIAE primary	-1	-1	5	1	-1	-2	3
PRMT1 FP inh	0	0	-3	-2	4	0	1
NPR2 activator	1	-1	5	3	-3	2	-5
MBD2 DNA inh	2	-4	-13	-3	3	2	4

Some of the compounds tested, so the mix of outcomes need not match the whole.
